USP2a inh – USP2a (human) protease inhibition. USP2 core, Ub-CHOP2 coupled fluorogenic reporter, 485/531. actives 0.01% (n = 330,000). Potency, µM (series often up to 38.3 µM), for the others: at the top dose activity change, negative = inhibition, actives largely listed as inhibitors. AID 463254;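 note: potency is the fitted concentration of half-maximal effect; plate controls were DMSO wells for no effect and full inhibition by NEM control for full effect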
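Cell-free coupled assay: 10nM USP2 core preincubated 30min RT with compound in Tris-HCl pH 8.0/CaCl2/CHAPS buffer, then 25nM Ub-CHOP2 and 25nM reporter substrate; fluorescence (Ex 485/Em 531) read after 60min RT, normalized to NEM inhibition, concentration-response curves fitted.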
TRPV1 ag – activates the human vanilloid receptor TRPV1; Q8NER1; TRPV1-expressing cells, Fluo-8 calcium influx, agonist mode; activation, % at 8.33 µM; actives 0.19% (n = 320,000); AID 540275; in the data active = activation above about 80%; inconclusive = between about 30% and that limit; note: 0% is about no effect
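Fluo-8 calcium influx in TRPV1-expressing cells, kinetic read (ex 480/em 520 nm). Compound added and read 3 min for agonist activity, followed by capsaicin at EC20 final and 2 min further read for enhancement.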
KCNH2 3.1 block – KCNH2 3.1 (human) potassium channel inhibition. activity change, % (tested at about 1.8 µM). U2OS KCNH2 3.1, thallium flux FluxOr; active compounds read low. actives 0.95% (n = 340,000). AID 720553;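 active = maximum activity change below -70%; inconclusive = maximum activity change from -70% to -50%; inactive = maximum activity change above -50%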;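 note: thallium influx rate constant from kinetic fluorescence after stimulation buffer; % is set by controls: 0 for no effect and ±100 for the full control effect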
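We transduce U2OS cells with the mutant 3.1 virus, culture them overnight, load FluxOr with Red40 quencher for 45 min, then add stimulation buffer and read kinetically for 2 min to derive a normalized rate constant.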
Menin MLL FP TR – inhibitors of human menin-MLL interaction, mutant MLL peptide. O00255. Menin + Texas Red MLL mutant peptide, fluorescence polarization. Potency, µM (doses to about 61.6 µM), without a hit: at the highest dose FP activity change, negative = inhibition, most hits filed as inhibitors. actives 0.23% (n = 270,000). AID 1768; active = well fitted inhibition curve with a large enough effect in the polarisation, with a control signal flat, not every such curve was filed as active; inconclusive = small, poorly fitted or top-dose-only effect, or effect the other way, or a change in a side signal; inactive = no such curve, though single readings can be large or run the other way; the % refers to the polarisation; note: potency is the fitted concentration of half-maximal effect; % of control where 0% means no effect; many of its hits are not listed in these tables
B2AR arrestin – agonists driving beta-arrestin recruitment to human beta2-adrenergic receptor; Potency, µM (top dose mostly 46.1 µM), for inactives: at the highest dose activation, most hits filed as activators; P07550; actives 0.02% (n = 330,000); beta-arrestin recruitment to beta2AR, cell-based reporter;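 note: potency is the fitted concentration of half-maximal effect; 0% = DMSO controls and full agonism = EC100 isoproterenol or metaproterenol; nearly all actives have a fitted effect of over 65% in size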
hERG WT inh – KCNH2 (human, wildtype) channel inhibition. U2OS, BacMam KCNH2, thallium flux FluxOr; active compounds read low. activity change, % at 1.84 µM. actives 0.37% (n = 340,000);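 active = maximum activity change below -70%; inconclusive = maximum activity change between -70% and -50%; inactive = maximum activity change above -50%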; note: % is set by controls: 0 for no effect and ±100 for the full control effect
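U2OS cells transduced with wild-type KCNH2 virus are loaded with FluxOr dye for 45 min, and thallium flux is measured in kinetic reads before and after stimulation buffer. Rate constants are normalized to DMSO controls.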
PKM2 activator – activators of human pyruvate kinase M2; purified PKM2, Kinase-Glo ATP luminescence, activation; response scale: 0% is enzyme alone, no compound; AID 1631; actives 0.34% (n = 260,000); P14618; Potency, µM (titrated, usually from 57.5 µM), for inactives: at the highest dose activation, hits mostly activators; note: potency is the fitted concentration of half-maximal effect; % is set by controls: 0 for no effect and ±100 for the full control effect; nearly all actives have a fitted effect of over 55% in size
Target sequence (P14618 whole entry, looked up): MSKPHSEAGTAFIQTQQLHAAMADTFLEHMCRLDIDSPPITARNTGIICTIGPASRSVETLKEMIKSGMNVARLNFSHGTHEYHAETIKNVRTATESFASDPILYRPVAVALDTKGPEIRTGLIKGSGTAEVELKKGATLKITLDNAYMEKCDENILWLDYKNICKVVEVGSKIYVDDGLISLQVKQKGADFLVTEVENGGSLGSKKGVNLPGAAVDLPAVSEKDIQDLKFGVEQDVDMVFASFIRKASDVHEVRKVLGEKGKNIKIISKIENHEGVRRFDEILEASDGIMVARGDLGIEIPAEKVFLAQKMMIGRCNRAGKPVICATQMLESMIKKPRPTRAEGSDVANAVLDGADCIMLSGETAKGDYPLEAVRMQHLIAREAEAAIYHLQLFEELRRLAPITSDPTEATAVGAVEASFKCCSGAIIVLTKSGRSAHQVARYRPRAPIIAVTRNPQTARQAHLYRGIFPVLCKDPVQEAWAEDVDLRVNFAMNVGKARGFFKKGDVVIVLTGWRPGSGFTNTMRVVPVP
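Kinase-Glo luminescence reports ATP generated from ADP (0.1 mM) and PEP (0.5 mM) by purified hPK-M2 after 1 h at room temperature, pH 7.2 imidazole buffer; intermediate enzyme activity allows detecting inhibitors and activators.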
GALK inhibitor – blocks human galactokinase activity; P51570; Purified GALK, Kinase-Glo residual ATP luminescence; Potency, µM (series often up to 57.5 µM), inactives show at the highest dose activity change, negative = inhibition, most hits filed as inhibitors; actives 0.007% (n = 270,000); AID 1868; note: potency is the fitted concentration of half-maximal effect; % is set by controls: 0 for no effect and ±100 for the full control effect
Target sequence (P51570 whole entry, looked up): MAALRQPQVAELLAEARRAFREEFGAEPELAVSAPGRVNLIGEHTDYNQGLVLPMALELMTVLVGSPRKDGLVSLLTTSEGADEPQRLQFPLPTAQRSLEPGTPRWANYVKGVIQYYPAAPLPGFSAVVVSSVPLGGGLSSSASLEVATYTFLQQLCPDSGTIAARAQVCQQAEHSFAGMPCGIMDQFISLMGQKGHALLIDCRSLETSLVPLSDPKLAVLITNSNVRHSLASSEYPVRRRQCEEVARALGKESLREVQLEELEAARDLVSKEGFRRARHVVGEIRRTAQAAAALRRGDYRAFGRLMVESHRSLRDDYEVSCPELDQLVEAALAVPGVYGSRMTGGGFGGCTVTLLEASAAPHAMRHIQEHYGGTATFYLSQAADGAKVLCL
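Human GALK (5 nM) with 35 uM ATP and 100 uM galactose in 20 mM HEPES pH 8.0, 5 mM MgCl2, 60 mM NaCl, 1 mM DTT, 0.01% BSA. After 1 h at room temperature, leftover ATP was read by Kinase-Glo Plus luminescence.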
Giardia killer – Giardia lamblia killing; Giardia lamblia trophozoite viability; activity change, % at 7.66 µM, hits read low; actives 0.15% (n = 340,000); in the data active = activity change below about -80%; inconclusive = between about -30% and that limit;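 note: parasites exposed to compound for two days anaerobically before the ATP read; % is set by controls: 0 for no effect and ±100 for the full control effect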
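Luminescent ATP signal served as the viability read-out, measured 15-30 min after adding ATP detection reagent to trophozoites that had been incubated with compounds for 48 hrs at 37 deg C anaerobically at 100 cells/well.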
MLL CXXC-DNA inh – blocks binding of human MLL CXXC domain to DNA; MLL-CXXC / FITC-HOXA9 DNA fluorescence polarization; Potency, µM (series often up to 115 µM), for inactives: at the highest dose activity change, negative = inhibition, actives largely listed as inhibitors; actives 0.037% (n = 290,000); AID 2662; active = well fitted inhibition curve with a large enough effect in the polarisation, with a control signal flat, not every such curve was filed as active; inconclusive = small, poorly fitted or top-dose-only effect, or effect the other way, or a change in a side signal; inactive = no such curve, though single readings can be large or run the other way; the % refers to the polarisation; note: potency is the fitted concentration of half-maximal effect
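Fluorescence polarization: 7 uM MLL-CXXC (stock) preincubated 5 min with compounds, then 50 nM fluorescein-HOX-A9 DNA (stock) added; 30 min ambient. Buffer 50 mM Tris-HCl pH 7.5, 50 mM NaCl, 1 mM DTT, 0.05% BSA.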
FBPA coupling cs – inhibits coupling enzyme system, counter-screen for aldolase hits. activity change, negative = inhibition, % at 58.2 µM, hits read low. AID 2472. actives 0.67% (n = 290,000). coupling enzyme system counterscreen, AmpLite Red fluorescence; in the data active = activity change below about -30%; note: % is set by controls: 0 for no effect and ±100 for the full control effect
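First, compound is pin-transferred into glyceraldehyde-3-phosphate coupling-enzyme reagent at 57.5 uM final and held 10 min at RT. Next, substrate, coupling system and AmpLite Red are added. After 20 min RT, fluorescence (525/598 nm) is read.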
* hit, by the source's call; ? = inconclusive; nt = not tested or not shown; [ ] = another dose, or the depositor's remark. Unless noted, calls come from the whole dose curve; as a rule, active = well fitted curve in the direction sought with a large enough effect; inconclusive = small, poorly fitted or top-dose-only effect, or another doubt; inactive = no such curve, though single readings can be large; an effect the other way counts as inactive or inconclusive. An excerpt. The share of hits here may be higher or lower than overall.

SMILES	USP2a inh	TRPV1 ag	KCNH2 3.1 block	Menin MLL FP TR	B2AR arrestin	hERG WT inh	PKM2 activator	GALK inhibitor	Giardia killer	MLL CXXC-DNA inh	FBPA coupling cs
c1ccc2c(c1)OCCc1c-2[nH]c2ccccc12	-3%	2	-9	?	-0.2%	-18	nt	nt	-5	16%	-3
O=C(NC1CCCCC1)N1CCCCCCC1	-1%	11	-1	4%	-0.4%	-1	0%	1%	2	2%	2
Cc1ccc(N(CC(=O)N2CCOCC2)S(C)(=O)=O)cc1Cl	1%	3	22	1%	-0.2%	0	0%	3%	-7	-3%	2
C=CCn1c2ccccc2c2nn(C)c(=S)nc21	-1%	1	-7	28%	0.5%	16	nt	nt	-15	21%	4
CC(C)(C)c1ccc(C(=O)CSc2n[nH]c(=O)[nH]c2=O)cc1	3%	?	6	2%	-0.2%	5	-2%	-2%	-4	1%	0
O=C(Nc1cccc(Br)c1)c1ccccc1-c1ccccc1	1%	1	4	13%	-0.3%	8	-1%	-1%	-4	-2%	2
O=C(O)CCn1c(SCCOc2ccccc2)nc2ccccc21	2%	3	3	-10%	-0.6%	-9	-4%	-4%	2	11%	-1
N#Cc1ccc(CN2CCN(C(=O)CCNS(=O)(=O)c3ccc(F)c(Cl)c3)CC2)cc1	3%	3	-4	nt	3.9%	-17	nt	nt	-22	nt	nt
CC1(C)Cc2ccccc2C(C(Cc2ccccc2)C(N)=O)=N1 (stereo not given)	6%	10	-8	?	-0.3%	1	-7%	-1%	-1	35%[activator]	2
COc1ccccc1NC(=O)CSc1ccc2nnc(-c3cccnc3)n2n1	2%	2	-14	8%	-1.3%	-1	-3%	0%	-5	-1%	2
O=C(NCc1cc([N+](=O)[O-])ccc1O)c1cc(-c2ccncc2)nc2ccccc12	1%	0	-3	nt	0.3%	-5	2%	-6%	-1	?	nt
Cc1cc(C)n(CC(O)COc2c(C)cccc2C)n1 (stereo not given)	1%	0	-2	-6%	-1.1%	-1	0%	0%	-16	0%	-1
c1csc(CNc2nc(-c3cccs3)nc3ccccc23)c1	-9%	6	?	?	0.0%	32	3%	3%	-30	9%	1
CC1(C)CC[C@]2(C(=O)O)CC[C@]3(C)C(=CC[C@@H]4[C@@]5(C)CC[C@H](O)C(C)(C)[C@@H]5CC[C@]43C)[C@@H]2C1	0%	-1	-11	nt	-0.3%	-4	-5%	5%	3	9%	11
CCOC(=O)N1CCN(CC(O)c2c[nH]c3ccccc23)CC1 (stereo not given)	0%	-1	12	-10%	0.2%	1	nt	7%	8	?	3
O=C1NC[C@H](CC2CCCCC2)N(CC2CCCCC2)C1=O	3%	-3	-9	nt	0.0%	-3	nt	nt	6	nt	nt
CCC(CC)C(=O)Nc1ccccc1NC(C)=O	1%	-5	7	-1%	-0.1%	3	-3%	-4%	3	-5%	5
CCOc1cc(C(=O)OCC(=O)c2cc(C)n(CC3CCCO3)c2C)ccc1OCC(=O)N1CCOCC1 (stereo not given)	2%	2	1	-9%	-0.9%	-5	-3%	-3%	4	-2%	0
O=c1cc(-c2ccccc2F)nc(-c2ccccc2F)o1	0%	-1	-6	10%	-0.3%	7	1%	-1%	-15	11%	5
CCCc1ccc2oc(C(=O)N(Cc3nccn3C)C(C)C)c(C)c2c1	1%	4	?	-29%	-0.3%	32	1%	7%	19	8%	2
COc1ccc(CCN(C)C(=O)CSc2ncnc3sccc23)cc1OC	0%	4	1	11%	-0.7%	-9	-1%	-2%	21	39%[activator]	1
CN(C)c1ccc(C(=O)N2CCNC(=O)C2CC(=O)Nc2ccc(F)cc2)cc1 (stereo not given)	-1%	1	-5	nt	0.3%	1	-1%	7%	1	20%	nt
O=C(N[C@@H](Cc1ccc(O)cc1)C(=O)O)C(c1ccccc1)c1ccccc1	-2%	0	-5	?	-0.6%	-33	0%	-1%	-11	5%	10
CC(CCc1ccccc1)NC(=O)COC(=O)c1ccccc1O (stereo not given)	1%	28	6	7%	-1.1%	5	0%	1%	25	2%	0
CCN(CC)S(=O)(=O)c1cccc2c(N(C)C)cccc12	4%	15	-41	-5%	0.3%	-6	-3%	3%	18	-1%	-12
Cc1cc(=S)cc(C)n1CCCO	0%	-1	-25	-16%	-0.1%	-3	-1%	1%	21	-3%	-4
O=C(NCc1ccccc1)C(c1ccco1)N(C(=O)c1csnn1)c1ccccc1 (stereo not given)	0%	1	-12	-17%	0.1%	1	nt	-2%	-9	7%	0
COc1ccc(-c2noc(CCCC(=O)NC3CCCC3)n2)cc1OC	3%	0	0	-7%	0.0%	1	nt	2%	-15	14%	-1
Cc1nn(C(C)C(=O)NCc2ccccc2F)c(=O)c2nn(-c3ccccc3)c(C)c12 (stereo not given)	-3%	13	0	-2%	0.2%	-1	nt	-2%	-7	8%	3
O=C(NCc1ccc2c(c1)OCO2)C(=O)NCC1CCCO1 (stereo not given)	2%	0	20	-2%	0.3%	-2	0%	5%	-2	-7%	0
COc1cccc(/C=N/NC(=O)c2c(-c3ccccc3)noc2C)c1	-1%	20	-1	14%	0.5%	-13	1%	nt	-14	6%	-13
O=C(Nc1nccs1)c1csc2c1CCCC2	5%	3	-7	31%[activator]	-0.4%	4	6%	0%	-10	-4%	1
Cc1ccc(C2=NS(=O)(=O)N(C)C(C(=O)NCc3ccco3)=C2)cc1	2%	?	6	11%	-0.5%	0	2%	nt	7	-2%	-4
CCOc1ccc2nc(NCCCNS(=O)(=O)c3ccccc3)c(C#N)cc2c1	1%	8	-4	-24%	0.3%	-12	2%	-2%	4	-9%	-11
COc1ccc(CN2CCCC(CNC(=O)c3ccc(F)cc3)C2)cc1OC (stereo not given)	3%	4	-17	-27%	-0.4%	41	5%	0%	1	-7%	2
COc1ccc(CC(=O)NCCc2ccc(Cl)cc2Cl)cc1	-3%	0	-2	5%	-0.1%	0	4%	0%	-2	-5%	0

An excerpt of these results, with values under each structure.
Value order – USP2a inh	TRPV1 ag	KCNH2 3.1 block	Menin MLL FP TR	B2AR arrestin	hERG WT inh	PKM2 activator	GALK inhibitor	Giardia killer	MLL CXXC-DNA inh	FBPA coupling cs
> Cc1nn(C(C)C(=O)NCc2ccccc2F)c(=O)c2nn(-c3ccccc3)c(C)c12 (stereo not given)
 : -3%	13	0	-2%	0.2%	-1	nt	-2%	-7	8%	3
> COc1cccc(/C=N/NC(=O)c2c(-c3ccccc3)noc2C)c1
 : -1%	20	-1	14%	0.5%	-13	1%	nt	-14	6%	-13
> COc1ccc(-c2noc(CCCC(=O)NC3CCCC3)n2)cc1OC
 : 3%	0	0	-7%	0.0%	1	nt	2%	-15	14%	-1

Additional entries follow:
SMILES	USP2a inh	TRPV1 ag	KCNH2 3.1 block	Menin MLL FP TR	B2AR arrestin	hERG WT inh	PKM2 activator	GALK inhibitor	Giardia killer	MLL CXXC-DNA inh	FBPA coupling cs
Cc1cccc(-n2c(SCC(=O)Nc3cccc(S(=O)(=O)NC4=NCCCCC4)c3)nc3ccccc3c2=O)c1C	-9%	-1	-9	-5%	-0.1%	-1	5%	0%	-7	-2%	1
O=S(=O)(Cc1nc2ccccc2s1)c1ccccc1	-1%	2	-4	0%	-0.1%	1	-3%	-6%	-12	-4%	0
CC(C)(C)OC(=O)NCc1ccc(CNC(=O)c2[nH]cnc2C(=O)N[C@@H](Cc2ccccc2)C(=O)OCc2ccccc2)cc1	-2%	2	1	8%	-0.8%	5	0%	nt	-1	0%	-2
O=C(/C=C/c1cccc(Br)c1)c1ccc2c(c1)OCO2	0%	?	-5	nt	-0.2%	-11	nt	-4%	-3	10%	0
CCOc1ncccc1C(=O)N(CCC(C)C)c1c(N)n(Cc2ccccc2)c(=O)[nH]c1=O	2%	nt	-6	nt	-0.8%	-2	nt	nt	5	nt	nt
O=C(COC(=O)c1cc([N+](=O)[O-])ccc1N1CCOCC1)c1ccccc1	-1%	1	-13	nt	-0.2%	-1	nt	nt	9	nt	nt
CCN(Cc1ccccc1)S(=O)(=O)c1c(C)n(C)c(=O)n(C)c1=O	1%	-3	6	nt	-0.2%	-3	nt	nt	10	nt	nt

Copied from above (2 entries):
SMILES	USP2a inh	TRPV1 ag	KCNH2 3.1 block	Menin MLL FP TR	B2AR arrestin	hERG WT inh	PKM2 activator	GALK inhibitor	Giardia killer	MLL CXXC-DNA inh	FBPA coupling cs
CC(C)(C)OC(=O)NCc1ccc(CNC(=O)c2[nH]cnc2C(=O)N[C@@H](Cc2ccccc2)C(=O)OCc2ccccc2)cc1	-2%	2	1	8%	-0.8%	5	0%	nt	-1	0%	-2
O=C(/C=C/c1cccc(Br)c1)c1ccc2c(c1)OCO2	0%	?	-5	nt	-0.2%	-11	nt	-4%	-3	10%	0

From PubChem
